HIV peptide binding = inhibitors of HIV fusion peptide binding, primary screen, biochemical, uHTS, fluorescence dequenching (AID 1986) | 290,000 tested, 0.3% active | inhibition, % at 20 µM, or IC50 in µM where a hit was titrated | cell-free peptide binding, fluorescence dequenching, 30 min; higher % means a stronger effect; in the data active = inhibition mostly above about 52%, no sharp cut-off; inactive = mostly below about 76%; also: some results filed as inactive read as strong as hits
GPR35 arrestin U2OS = GPR35 antagonists blocking zaprinast-driven arrestin recruitment, primary screen, imaging, U2OS, beta-arrestin-GFP, zaprinast agonist (AID 2058); 290,000 tested, 0.052% active; U2OS GPR35 beta-arrestin-GFP translocation imaging, zaprinast antagonism; higher % means a stronger effect; inhibition, % at 10 µM, or IC50 in µM where a hit was titrated;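 active = inhibition of at least 50% with at least 30 cells and total cytoplasm GFP at most 10,000,000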
NTR1 agonist = agonists of NTR1, primary screen, imaging, U2OS cells, beta-arrestin-GFP, high content (AID 493036). NTR1-U2OS beta-arrestin-GFP spot imaging, agonist mode. activation, % at 20 µM. 330,000 tested, 0.17% active;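 active = activation at or above 40% of the spot to cytoplasm intensity ratio, with at least 20 cells analyzed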;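 also: 0% = DMSO without peptide and 100% = 100 nM NTR1 peptide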
Target sequence (P30989 whole entry, looked up): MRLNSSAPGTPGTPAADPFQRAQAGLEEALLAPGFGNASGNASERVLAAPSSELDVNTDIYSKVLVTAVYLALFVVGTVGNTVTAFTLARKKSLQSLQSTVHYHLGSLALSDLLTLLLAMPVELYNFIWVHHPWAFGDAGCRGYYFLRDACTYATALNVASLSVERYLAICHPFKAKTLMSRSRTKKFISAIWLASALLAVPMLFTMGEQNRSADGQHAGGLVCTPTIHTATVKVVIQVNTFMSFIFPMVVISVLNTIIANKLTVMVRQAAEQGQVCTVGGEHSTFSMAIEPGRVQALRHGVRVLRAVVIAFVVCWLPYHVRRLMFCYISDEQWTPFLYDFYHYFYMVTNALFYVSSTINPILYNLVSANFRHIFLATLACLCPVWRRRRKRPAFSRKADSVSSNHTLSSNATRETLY
SIAH1 antagonists = Siah-1 peptide-binding antagonists, primary screen, biochemical, fluorescence polarization, rhodamine-plectin, uHTS (AID 1817) | Siah-1 / rhodamine-plectin peptide fluorescence polarization; higher % means a stronger effect | 290,000 tested, 0.02% active | one-dose displacement, % at 20 µM; IC50 in µM for titrated hits;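 active = displacement of at least 50% at 20 µM, with a fluorescence ratio check between 0.3 and a set limit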;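 also: plate controls were Siah plus tracer with DMSO for no effect and tracer alone without Siah for full effect; strong numbers were not always called active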
UTI89 phage lysis = inhibition of K1F phage lysis, E. coli UTI89, bacterial capsule biogenesis inhibitors, alamar blue (AID 488966); E. coli UTI89 K1F phage lysis, alamar blue, 2 h; higher % means a stronger effect; inhibition, % at 100 µM; hits with a dose series show IC50 in µM; 340,000 tested, 0.02% active;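 active = phage lysis inhibition, versus mean bacterial control, above a set limit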;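 also: capsule biogenesis inhibitors block K1F phage lysis so surviving cells raise fluorescence; higher fluorescence means more inhibition of phage lysis; actives were called in the ten point dose series up to 300 µM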
GPR55 activation = selective activators of receptor GPR55 – imaging, U2OS cells, beta-arrestin-GFP redistribution, primary screen (AID 1961); U2OS GPR55 beta-arrestin-GFP redistribution imaging; higher % means a stronger effect; activation, % at 10 µM, or EC50 in µM where a hit was titrated; 290,000 tested, 0.048% active;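 active = activation above 40% with more than 50 cells counted in the well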;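 also: U2OS osteosarcoma cells stably expressing GPR55 and beta-arrestin-GFP; plate controls were DMSO negative control for no effect and LPI positive control for full effect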
GPR55 LPI antagonism = GPR55 antagonists blocking LPI-driven arrestin recruitment, primary screen, imaging, U2OS, beta-arrestin-GFP, LPI agonist (AID 2013) | U2OS GPR55 beta-arrestin-GFP translocation imaging, LPI antagonism; higher % means a stronger effect | inhibition, % at 10 µM, or IC50 in µM where a hit was titrated | 290,000 tested, 0.13% active;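 active = spots per cell inhibited over 60%, with over 100 cells counted and total cytoplasm intensity under 500,000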;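 also: U2OS cells stably carrying GPR55 and arrestin-GFP stimulated by 5 µM LPI near EC80; imaged beta-arrestin-GFP aggregate spots per cell after agonist stimulation; plate controls were LPI-stimulated DMSO wells for no effect and DMSO wells without LPI for full effect; some results filed as inactive read as strong as hits; confirmed hits need IC50 under 10 µM and bright autofluorescent wells are also inconclusive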
NS5 inhibitors = flavivirus cap methylation enzyme inhibition – biochemical, confirmation dose response, primary screen (AID 588689). Dengue-2 NS5 methyltransferase capping enzyme assay, biochemical; higher % means a stronger effect. one-dose inhibition, % at 25 µM; IC50 in µM for titrated hits. 340,000 tested, 0.3% active; in the data active = a potency from the dose series
AID2073 = disruptors of CaV2.2 binding to Mint1 – biochemical, HTRF (AID 2073) | HTRF protein-protein interaction, Mint1-CaV2.2; higher % means a stronger effect | inhibition, % at 20 µM, or IC50 in µM where a hit was titrated | 290,000 tested, 0.19% active; in the data active = inhibition mostly above about 51%, no sharp cut-off; also: some results filed as inactive read as strong as hits
NTR1 agonist cell count 20 µM = second read-out of NTR1 agonist, no call of its own (marks repeat the call); cell count; measured here: cell count, cytotoxicity flag
NS5 inhibitors pilot replicate = second read-out of NS5 inhibitors, no call of its own (marks repeat the call); inhibition, %; measured here: pilot screen replicate inhibition
Numbers without * were called inactive; i = inactive; / = no result given; [ ] = remark or other dose.

SMILES	HIV peptide binding	GPR35 arrestin U2OS	NTR1 agonist	NTR1 agonist cell count 20 µM	SIAH1 antagonists	UTI89 phage lysis	GPR55 activation	GPR55 LPI antagonism	NS5 inhibitors	AID2073	others
CC(C)CC1Nc2ccc(C(=O)NCCCN3CCCCC3C)cc2NC1=O (stereo unspecified)	1.1%	17.8%	-0.6	48	0.4%	0.2%	-0.1%	5.4%	-6.2%	-2.1%
Cc1nc(SCC(=O)c2ccc(Cl)cc2)c([N+](=O)[O-])[nH]1	-0.3%	1.7%	-0.4	84	-2.8%	1.4%	-0.2%	19.4%	4.1%	-21.4%	NS5 inhibitors pilot replicate=0.2
CCN1CCN(C(=S)Nc2ccc([N+](=O)[O-])cc2)CC1	-1.0%	-8.9%	-1.8	56	1.2%	0.5%	-0.3%	14.3%	-3.2%	-8.1%
CCOc1ccc(C(=O)N2CCc3cc(OC)c(OC)cc3C2)cc1OCC	2.1%	4.0%	0.7	79	-3.5%	0.4%	0.0%	-4.7%	-5.7%	5.4%
CC(=O)N1CCN(C(=O)c2cc3ccccc3o2)CC1	1.0%	-0.6%	0.5	47	9.2%	0.1%	0.2%	4.2%	-7.1%	-11.4%
COc1cc(/C=N/NC(=O)c2ccc3c(c2)OCCO3)cc(Br)c1O	-1.6%	7.2%	13.0	52	6.9%	i	-0.3%	-0.1%	3.6%	29.8%
O=C(NCCc1ccccc1)C(=O)c1c(-c2ccccc2)cc2ccccn12	-1.9%	-8.3%	2.8	50	-2.6%	3.8%	-0.1%	-8.5%	-8.1%	-0.8%
COc1ccccc1-c1ccc(Nc2cccc(C(F)(F)F)c2)nn1	-2.5%	-4.0%	2.2	53	-1.8%	4.9%	-0.1%	10.0%	-2.8%	13.2%
OCCC1CN(Cc2cnn(-c3ccc(F)cc3)c2)CCN1Cc1ccsc1 (stereo unspecified)	1.5%	21.8%	0.5	78	18.1%	0.2%	0.2%	1.9%	-6.3%	22.9%
O=C(O)CCCn1cc(NC(=O)COc2ccc([N+](=O)[O-])cc2)cn1	-0.3%	-8.1%	0.3	56	3.6%	3.1%	-0.6%	8.9%	-3.9%	5.9%
CCOC(=O)N1CCN(C(=O)c2ccc3c(SCC(=O)O)c4c(nc3c2)CCCC4)CC1	2.8%	-11.5%	0.3	47	-4.2%	1.0%	-0.1%	6.7%	4.9%	11.1%
CCN1CCC(C(=O)NC2CCCC2)(N(Cc2cccs2)C(=O)Cn2nnc3ccccc32)CC1	2.8%	26.1%	/	/	-6.6%	/	-0.2%	-4.8%	/	42.5%
O=C(CCC1CC(=O)Nc2ccccc21)NCc1ccccc1 (stereo unspecified)	-0.8%	12.9%	0.7	66	3.7%	3.0%	-0.1%	4.2%	-4.0%	-0.1%
COC(=O)c1cccc(NC(=O)c2ccco2)c1	1.9%	-16.1%	2.2	41	4.3%	0.6%	0.2%	6.3%	-1.1%	-1.6%
Cc1ccc(SCCC(=O)N(C)C)cc1	1.1%	-2.5%	4.6	40	4.3%	0.1%	-0.1%	2.0%	-2.1%	-4.9%
Nc1cc(=O)[nH]c(SCCSc2ccccc2)n1	-0.8%	-6.3%	0.3	58	3.4%	0.1%	-0.2%	-7.5%	-8.5%	1.7%
Cc1nc(C)n(CC(=O)N2CCCC(C(=O)c3cccc4ccccc34)C2)n1 (stereo unspecified)	-1.6%	20.5%	0.4	95	-4.1%	-0.2%	0.1%	6.6%	-2.9%	3.2%
O=c1c2[nH]c3ccc(Br)cc3c2ncn1CCCn1ccnc1	-2.7%	13.6%	0.3	48	-2.2%	0.1%	-0.2%	-6.3%	8.1%	-4.9%
Cc1nnc2sc(SCc3cccc(Cl)c3)nn2c1=O	0.5%	5.3%	0.3	71	6.5%	0.6%	-0.1%	-1.7%	-6.7%	4.6%
CCN(CC)S(=O)(=O)c1ccc(C(=O)Oc2cc(C)[nH]c(=O)c2[N+](=O)[O-])cc1	-0.1%	-8.5%	-0.5	77	2.1%	-0.4%	-0.3%	4.6%	-4.5%	0.7%
S=C(NCc1ccccc1Cl)NC1CCCC1	-1.2%	8.2%	-1.0	89	-0.5%	0.4%	0.2%	5.5%	-1.8%	-4.3%
COc1cccc(C(=O)Nc2ccc(N3CCN(S(C)(=O)=O)CC3)cc2)c1	1.9%	2.9%	0.7	40	0.4%	0.7%[50 µM]	-0.1%	-2.0%	-7.6%	-2.1%
CC(=O)/C=C(\C)Nc1ccccc1O	5.4%	8.4%	-0.5	95	8.6%	1.5%	0.9%	8.5%	-7.8%	-3.0%
Cc1ccc(NC(=O)c2c(C)noc2-c2snnc2C)cc1	-0.7%	-0.9%	0.6	52	5.2%	0.0%	-0.2%	-9.4%	0.0%	-4.9%
Cc1ccc(C(=O)NNC(=O)CSc2n[nH]c(-c3cccnc3)n2)cc1	-1.7%	-12.8%	0.2	47	-7.4%	-1.5%	-0.2%	9.4%	-1.5%	0.0%
CCOC(=O)c1c(-c2ccc(C)cc2)csc1NC(=O)CCN1CC(C)OC(C)C1 (stereo unspecified)	-3.4%	-18.4%	5.0	44	-1.3%	1.2%	-0.3%	25.9%	-9.6%	-4.8%
O=C(N/N=C/c1c(Cl)[nH]c2ccccc12)c1ccc2c(c1)OCCO2	-2.4%	-0.3%	2.1	50	-0.2%	/	0.3%	1.7%	/	-4.0%
CCOC(=O)Cc1nn(C(C)C)c(=O)c2ccccc12	-1.4%	-9.3%	2.0	37	-0.8%	-0.1%	-0.1%	-0.5%	-1.6%	0.4%
O=C(Nc1nccs1)c1ccccn1	2.7%	18.2%	-0.5	38	2.5%	3.8%	0.2%	11.6%	-7.9%	16.1%
CN(C)S(=O)(=O)c1cccc(NC(=O)c2ccc(COc3ccccc3)cc2)c1	-0.9%	4.5%	14.4	78	-2.7%	-0.1%	0.0%	-11.9%	-4.0%	22.8%
Cc1cccc(NC(=O)c2nc[nH]c2C(=O)NCC(=O)OCc2ccccc2)c1	-1.2%	9.1%	31.9	80	-4.3%	0.1%	-0.1%	-0.2%	-6.4%	0.0%
O=C(CC(CC(=O)c1ccc(Br)cc1)c1cccnc1)c1ccc(Br)cc1	1.5%	-2.6%	1.6	68	12.8%	/	0.0%	5.9%	/	29.8%
CN(Cc1ccccc1)S(=O)(=O)c1ccc2[nH]cc(C(=O)NCC3CCCO3)c(=O)c2c1 (stereo unspecified)	3.8%	-2.7%	1.3	73	-9.2%	-1.3%	0.1%	-11.3%	-5.7%	6.7%
COc1ccc(Cl)cc1S(=O)(=O)n1ccnc1C(C)C	-2.2%	5.8%	-2.9	62	0.8%	0.3%	-0.1%	-5.8%	-2.8%	1.5%
COc1ccc(CC(=O)NC(C)c2nnc(SCc3nc4ccccc4c(=O)[nH]3)n2C)cc1 (stereo unspecified)	1.0%	-3.4%	-1.7	51	2.9%	0.2%	-0.2%	-0.9%	-6.1%	-8.3%
CN(C)c1ccc(C(=O)OCC(=O)NCCCc2ccccc2)cc1	0.1%	1.3%	2.2	69	7.6%	0.1%	0.0%	3.5%	1.0%	15.6%
Cc1ccc(NC(=O)C(OC(=O)c2ccc(F)cc2)c2ccccc2)cc1Cl (stereo unspecified)	4.1%	7.3%	/	/	1.6%	-4.3%	0.2%	22.8%	1.4%	2.2%
C=CCn1c(N)cc(=O)nc1SCC(=O)Nc1cccc2ccccc12	0.4%	4.7%	0.5	54	7.4%	1.5%	-0.1%	-1.3%	4.0%	1.5%
COc1ccc(S(=O)(=O)N2CCC(C(=O)Nc3ccc(F)cc3)CC2)c2cccnc12	-2.5%	-6.8%	0.9	37	4.5%	-0.4%	0.0%	7.7%	0.8%	-1.8%
CCCCc1cc(O)c(CCCC)c(O)c1	1.1%	20.9%	1.2	62	-2.8%	0.5%	-0.1%	0.3%	-1.4%	0.9%

Looked up by structure from above:
SMILES	HIV peptide binding	GPR35 arrestin U2OS	NTR1 agonist	NTR1 agonist cell count 20 µM	SIAH1 antagonists	UTI89 phage lysis	GPR55 activation	GPR55 LPI antagonism	NS5 inhibitors	AID2073	others
O=C(N/N=C/c1c(Cl)[nH]c2ccccc12)c1ccc2c(c1)OCCO2	-2.4%	-0.3%	2.1	50	-0.2%	/	0.3%	1.7%	/	-4.0%
CCCCc1cc(O)c(CCCC)c(O)c1	1.1%	20.9%	1.2	62	-2.8%	0.5%	-0.1%	0.3%	-1.4%	0.9%

Remaining list, next part.
SMILES	HIV peptide binding	GPR35 arrestin U2OS	NTR1 agonist	NTR1 agonist cell count 20 µM	SIAH1 antagonists	UTI89 phage lysis	GPR55 activation	GPR55 LPI antagonism	NS5 inhibitors	AID2073	others
Cc1ccc(OCc2ccc(C(=O)Nc3nccs3)o2)cc1	14.0%	5.9%	-0.6	57	2.2%	0.1%	0.1%	-4.2%	1.3%	14.6%
NC(=O)c1cccnc1Oc1ccc(Cl)cc1	-2.5%	-8.4%	0.2	59	-9.8%	1.9%	0.0%	4.3%	-6.9%	-10.8%
CC(C)OP(=O)(OC(C)C)C(Nc1ccccc1)c1cccc2c1OCO2 (stereo unspecified)	-2.5%	-1.6%	1.3	43	-1.6%	4.7%	-0.1%	10.8%	0.7%	-3.5%
Cc1ccc(-n2[nH]c(C)c(/C=N/NC(=O)c3ccc([N+](=O)[O-])cc3)c2=O)c(C)c1	5.0%	-4.7%	1.0	84	-0.4%	/	0.8%	3.4%	/	0.9%
CN(c1cccc(NC(=O)CN(c2cccc(Cl)c2)S(=O)(=O)c2ccccc2)c1)S(C)(=O)=O	0.3%	-15.3%	-2.9	56	1.1%	2.2%	0.4%	2.3%	0.7%	13.3%
O=C(O)COCC(=O)Nc1ccc2c(c1)ncn2CCc1ccccc1	0.9%	1.1%	0.3	85	3.0%	1.5%	0.2%	2.4%	5.5%	-0.2%
O=C(O)C1CC=CCC1C(=O)N1CC=C(c2ccccc2)CC1 (stereo unspecified)	2.5%	-4.9%	-1.8	86	5.6%	-0.4%	0.1%	11.7%	/	20.3%
CCOC(=O)CN1C2=NCCN2c2ccccc21	1.2%	1.2%	-0.2	55	1.2%	0.3%	0.2%	7.9%	0.7%	4.2%
COC(=O)CSc1ncnc2scc(-c3ccccc3)c12	-3.2%	-0.9%	0.7	66	4.2%	-0.2%	0.6%	2.9%	-15.8%	1.9%
COc1cccc(C(c2c(C)[nH]n(-c3ccccc3)c2=O)c2c(C)[nH]n(-c3ccccc3)c2=O)c1OC	8.9%	-10.0%	0.0	59	-0.3%	-0.9%	-0.4%	0.7%	61.1µM*	33.3%
COc1ccc(C(=O)NC(C)c2ccc(-n3ccnc3)cc2)c(OC)c1 (stereo unspecified)	3.3%	-4.8%	1.3	50	4.7%	-0.4%	0.2%	18.5%	0.6%	7.4%
O=C(Nc1ccc(NC(=O)C2CCCCC2)nc1)c1ccco1	-2.7%	2.5%	-0.7	41	3.3%	0.8%	-0.1%	10.0%	8.0%	2.0%
